Screening results: PubChem BioAssay, several laboratories
GLD-1 RNA inh: GLD-1-TGE RNA interaction inhibition (C. elegans); purified GLD-1 + fluorescein TGE RNA, fluorescence polarization; inhibition, % at 5.96 µM; 320,000 tested, 0.44% active;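 active means percent inhibition above a per-plate cutoff, the plate mean of test compounds plus 3 SD, cut at about 30% in these data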;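 further: 0% = DMSO wells with GLD-1 and probe and 100% = wells lacking GLD-1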
GSTO1 inh: blocks human GSTO1 in RBBP9 counter-screen; recombinant GSTO1, activity-based probe fluorescence polarization; AID 1974; 300,000 tested, 1.1% active; inhibition, % at 5.96 µM; P78417;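 active means inhibition above the campaign mean inhibition plus 3 SD, cut at about 35% in these data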;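 further: 0% = GSTO1-1 with DMSO and 100% = wells lacking GSTO1-1 enzyme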
Target sequence (P78417 whole entry, looked up): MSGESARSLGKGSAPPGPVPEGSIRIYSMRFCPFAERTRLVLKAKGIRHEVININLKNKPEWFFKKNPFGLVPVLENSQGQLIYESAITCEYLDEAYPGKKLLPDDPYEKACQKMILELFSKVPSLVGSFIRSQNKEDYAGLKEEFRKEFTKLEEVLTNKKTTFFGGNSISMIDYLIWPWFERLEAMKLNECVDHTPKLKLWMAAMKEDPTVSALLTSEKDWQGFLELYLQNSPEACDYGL
MCL1-BIM inh: disrupts human MCL1 binding to BIM-BH3 peptide; Q07820; GST-MCL1 / FITC-Bim-BH3 fluorescence polarization; inhibition, % at 10.9 µM; 320,000 tested, 0.68% active; AID 2057;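 active means inhibition above the mean inhibition of all tested compounds plus 3 SD, set per campaign, cut at about 40% in these data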;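 further: 0% = DMSO wells and 100% = unlabeled Bim-BH3 peptide control; higher means more loss of mP so more displacement of Bim peptide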
Bcl-xL primary: inhibitors of human Bcl-xL. 320,000 tested, 0.7% active. inhibition, % at 10.9 µM. Q07817. GST-Bcl-xL / FITC-Bim BH3 peptide fluorescence polarization;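 active means inhibition above the mean of all tested compounds plus 3 SD, cutoff set per campaign, cut at about 30% in these data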;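 further: 0% = DMSO wells and 100% = unlabeled Bim-BH3 peptide competitor; inhibitors lower millipolarization by displacing the labeled peptide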
Target sequence (Q07817 whole entry, looked up): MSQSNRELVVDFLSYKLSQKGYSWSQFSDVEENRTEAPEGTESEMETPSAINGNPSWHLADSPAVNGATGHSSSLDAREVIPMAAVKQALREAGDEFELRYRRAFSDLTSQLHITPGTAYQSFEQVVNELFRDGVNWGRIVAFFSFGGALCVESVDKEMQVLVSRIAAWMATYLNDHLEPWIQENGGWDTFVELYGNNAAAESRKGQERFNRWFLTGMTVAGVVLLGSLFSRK
TPT1 inhibitor: inhibitors of Candida albicans tRNA 2'-phosphotransferase TPT1. 300,000 tested, 0.81% active. inhibition, % at 5 µM. recombinant caTPT1, FP RNA substrate dephosphorylation;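 active means inhibition above the mean of all tested compounds plus 3 SD, set per screening campaign, cut at about 24% in these data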;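 further: plate controls were DMSO alone for no effect and ferristatin control at 100 nM for full effect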
MEX-5 binding: C. elegans MEX-5 TCR-2 RNA binding activity | Q9XUB2 | 300,000 tested, 0.38% active | MEX-5/FITC-TCR2 RNA binding, fluorescence polarization; active compounds read low | activity score (negative = inhibition of binding), % at 10 µM;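 active means inhibition past about -25% in most replicates, and total fluorescence under double the plate's negative control median, limit read from the data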;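 further: 0% = DMSO and -100% = 5 µM competing unlabeled TCR2 RNA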
PAD4 inh: blocks human protein arginine deiminase 4; recombinant PAD4, RCA probe fluorescence polarization; AID 485272; Q9UM07; 330,000 tested, 0.41% active; inhibition, % at 6.36 µM;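 active means percent inhibition above a cutoff equal to the mean of all tested compounds plus 3 SD, cut at about 15% in these data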;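 further: 0% = PAD4 with RCA probe and DMSO and 100% = probe without PAD4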
Fam108B counter: counter-screen for RBBP9 inhibitors: inhibitors of mouse Fam108B; recombinant Fam108B, FP-Rh probe fluorescence polarization; inhibition, % at 9.51 µM; 300,000 tested, 0.33% active; AID 1947;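 active means inhibition above the screen mean inhibition plus 3 SD, computed separately per campaign, cut at about 18% in these data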;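 further: inhibitors lower polarization as less probe binds the enzyme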
PME-1 inh: PME-1 (human) inhibition; Q9Y570; recombinant PME-1, FP-Rh probe fluorescence polarization; inhibition, % at 5.9 µM; 320,000 tested, 0.53% active; AID 2130;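 active means inhibition above the campaign mean of all compounds plus 3 SD, cut at about 26% in these data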;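 further: competitive labeling of PME-1 active site by serine hydrolase directed probe; 0% = PME-1 with DMSO and 100% = wells lacking PME-1 enzyme; inhibitors block probe labeling so polarization falls and inhibition rises; many of its hits are not listed in these tables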
Target sequence (Q9Y570 whole entry, looked up): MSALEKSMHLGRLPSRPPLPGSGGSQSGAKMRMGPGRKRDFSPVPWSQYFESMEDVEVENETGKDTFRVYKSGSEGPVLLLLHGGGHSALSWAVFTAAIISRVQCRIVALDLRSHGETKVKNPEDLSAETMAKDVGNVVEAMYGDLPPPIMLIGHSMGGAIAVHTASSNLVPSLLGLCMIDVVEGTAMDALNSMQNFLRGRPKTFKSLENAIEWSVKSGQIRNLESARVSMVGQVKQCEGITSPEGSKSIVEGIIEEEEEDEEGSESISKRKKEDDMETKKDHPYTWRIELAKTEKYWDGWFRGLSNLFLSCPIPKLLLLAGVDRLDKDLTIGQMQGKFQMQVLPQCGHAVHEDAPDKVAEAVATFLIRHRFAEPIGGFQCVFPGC
* marks the source's active call; other numbers are inactive results; x = not tested or not shown.

SMILES	GLD-1 RNA inh	GSTO1 inh	MCL1-BIM inh	Bcl-xL primary	TPT1 inhibitor	MEX-5 binding	PAD4 inh	Fam108B counter	PME-1 inh
CN1C(C(=O)NCc2ccc(OC(F)(F)F)cc2)CC2Cn3c(nc4ccccc43)C21 (stereo not drawn)	13.6	8.8	0.1	1.1	2.5	1.7	-3.4	2.4	-0.6
COc1ccc(Nc2nnc(-c3ccccc3)c3ccccc23)cc1C(=O)N1CCCCC1	1.4	-4.5	1.0	1.0	2.0	-1.2	-7.4	4.1	10.6
CCO[C@H]1OC(C(=O)NCc2nc3ccccc3[nH]2)=C[C@@H](c2csc3ccccc23)[C@@H]1CCCO	3.8	1.2	2.1	3.5	1.8	5.7	-4.2	1.0	-0.7
COC(=O)Cc1c(C)c2ccc(OCC(C)=O)c(C)c2oc1=O	-0.4	-5.2	-1.8	4.9	3.9	1.1	-3.3	0.1	0.3
Cc1c(CN2CCCC(C(=O)Nc3cccc(-n4cccn4)c3)C2)cnn1C (stereo not drawn)	-4.5	2.1	-5.6	4.5	-1.0	1.1	-4.9	-1.7	2.4
CC(/C=N/NC(=O)Cc1cccn1C)=C\c1ccco1	4.0	3.6	8.3	7.5	4.3	0.8	-3.4	-1.5	0.1
COc1ccc(NC(=O)COC(=O)c2c(C)noc2C)c(OC)c1	5.9	0.7	-6.6	2.0	-1.9	2.2	-2.0	0.0	-5.3
CCOC(=O)N1CCN(C(=O)c2ccc3c(SCC(=O)O)c4c(nc3c2)CCCC4)CC1	16.4	2.2	20.4	24.8	-4.0	0.1	1.4	5.1	8.1
CCOCCCNC(=O)c1cccs1	0.8	-5.2	3.6	1.0	-2.0	2.7	-2.4	-0.3	-4.0
CC(=O)OCCOc1nc(N(C)C)nc(N(C)C)n1	4.5	-9.4	-7.3	-6.0	0.3	-0.3	2.6	-3.3	2.5
C/C(=N/NC(=O)c1cccc(N2CCCC2=O)c1)c1ccc(Br)cc1	2.0	0.1	5.8	4.7	1.6	1.0	-1.2	2.8	11.8
Cc1c(Cc2ccc3c(c2)OCO3)sc(NC(=O)c2ccccc2)c1C(N)=O	-8.6	2.5	-3.8	-1.1	6.4	0.3	-10.4	-6.1	-9.1
O=C1CCC(=O)N1c1ccccc1OS(=O)(=O)c1ccccc1	1.5	1.4	11.9	6.0	-2.9	-0.8	6.3	2.0	4.3
NC(=S)N/N=C/c1ccc(-c2cc(Cl)ccc2Cl)o1	0.7	-8.0	-0.9	0.9	24.1	-8.5	-0.8	8.2	2.5
Cc1cc(Oc2ccc(=O)[nH]n2)nc(Cl)n1	34.9*	3.4	34.1	39.9*	-5.8	-0.1	4.0	-6.5	0.7
Cc1cc(C)cc(OCC(=O)Nc2ccc(CN3CCCCC3)cc2)c1	2.7	-4.6	0.2	3.1	-0.5	1.2	2.3	3.9	-0.1
NC(=O)c1nsc(C(=O)N(CC(=O)NCc2ccccc2)c2cccc(F)c2)c1N	-7.2	-0.5	-1.9	2.5	-5.5	1.9	-3.8	-3.3	0.4
Cc1[nH]c(-c2ccccn2)nc(=S)c1Cl	5.1	-7.0	5.6	7.2	-2.9	-14.1	9.5	1.9	-4.5
CC(NC(=O)c1ccccc1Cl)c1nnc(SCC(=O)Nc2ccc(C(=O)O)cc2)n1C (stereo not drawn)	3.5	9.0	0.2	-0.8	6.4	0.0	-5.2	-0.3	-5.2
CC(C)(c1ccccc1)c1ccc(OCCN2CCOCC2)cc1	0.4	-1.7	8.6	0.9	0.9	0.1	6.8	-4.4	-2.9

Structural class, the entries above containing a halogen (7)
SMILES	GLD-1 RNA inh	GSTO1 inh	MCL1-BIM inh	Bcl-xL primary	TPT1 inhibitor	MEX-5 binding	PAD4 inh	Fam108B counter	PME-1 inh
CN1C(C(=O)NCc2ccc(OC(F)(F)F)cc2)CC2Cn3c(nc4ccccc43)C21 (stereo not drawn)	13.6	8.8	0.1	1.1	2.5	1.7	-3.4	2.4	-0.6
C/C(=N/NC(=O)c1cccc(N2CCCC2=O)c1)c1ccc(Br)cc1	2.0	0.1	5.8	4.7	1.6	1.0	-1.2	2.8	11.8
NC(=S)N/N=C/c1ccc(-c2cc(Cl)ccc2Cl)o1	0.7	-8.0	-0.9	0.9	24.1	-8.5	-0.8	8.2	2.5
Cc1cc(Oc2ccc(=O)[nH]n2)nc(Cl)n1	34.9*	3.4	34.1	39.9*	-5.8	-0.1	4.0	-6.5	0.7
NC(=O)c1nsc(C(=O)N(CC(=O)NCc2ccccc2)c2cccc(F)c2)c1N	-7.2	-0.5	-1.9	2.5	-5.5	1.9	-3.8	-3.3	0.4
Cc1[nH]c(-c2ccccn2)nc(=S)c1Cl	5.1	-7.0	5.6	7.2	-2.9	-14.1	9.5	1.9	-4.5
CC(NC(=O)c1ccccc1Cl)c1nnc(SCC(=O)Nc2ccc(C(=O)O)cc2)n1C (stereo not drawn)	3.5	9.0	0.2	-0.8	6.4	0.0	-5.2	-0.3	-5.2

(further entries)
SMILES	GLD-1 RNA inh	GSTO1 inh	MCL1-BIM inh	Bcl-xL primary	TPT1 inhibitor	MEX-5 binding	PAD4 inh	Fam108B counter	PME-1 inh
COc1ccc(CCNS(=O)(=O)c2ccc(C(=O)NCc3ccco3)cc2)cc1OC	5.2	-0.7	7.6	3.3	-3.0	-1.4	-0.7	-1.7	2.9
CCCCC(=O)NC(=S)NNC(=O)CCc1ccccc1	7.8	2.6	5.4	2.5	-2.0	3.1	-1.8	-3.2	7.3
O=C(Nc1ccc(-c2nc3cccnc3s2)cc1)C1CCCO1 (stereo not drawn)	-0.4	-3.9	-1.5	1.3	2.3	1.9	-0.9	-1.8	-1.4
CC1=C(C(=O)OC(C)C)C(c2cncc(-c3ccc(F)cc3)c2)C(C#N)=C(N)O1 (stereo not drawn)	-2.3	3.3	1.1	3.1	-0.7	2.4	5.1	-7.9	3.9
CCS(=O)(=O)N1CCC(NC(=O)C(Cc2ccc(OC)c(OC)c2)NC(C)=O)CC1 (stereo not drawn)	-7.8	1.1	0.3	-1.2	-2.7	-2.0	-4.7	-0.7	1.6
COc1ccccc1N1CCN(c2nc(-c3ccccc3)cc(C(F)(F)F)n2)CC1	1.2	-0.8	-4.5	1.8	-0.2	-0.4	-3.0	3.5	0.2
CCCNS(=O)(=O)c1ccc(CCC(=O)N2CCN(CC)CC2)cc1	2.1	0.7	-7.5	4.8	0.7	0.3	-0.5	1.3	3.5
COc1ccc(C(c2nnnn2C(C)C)N2CCN(C(=O)c3ccco3)CC2)cc1 (stereo not drawn)	-1.3	0.8	-7.3	-6.4	3.2	-1.6	-0.1	1.8	4.1
COc1ccc(-c2cn3cccnc3n2)cc1NC(=O)C1CC1	4.0	2.5	-2.9	7.6	1.6	x	-0.9	-0.3	1.6
Cc1ccc(S(=O)(=O)NCC(=O)N(CC2CCCO2)C(C(=O)NC2CCCC2)C(C)C)cc1 (stereo not drawn)	6.0	2.3	0.5	2.1	-0.2	-2.5	-3.0	0.5	1.6
Clc1ccc(-c2csc(N/N=C/c3ccco3)n2)cc1	4.7	0.2	0.3	1.3	1.2	0.9	-1.0	-0.3	8.2
COc1ccccc1NC(=O)CN1C(=O)C(C)Oc2ccccc21 (stereo not drawn)	4.6	1.2	5.2	4.3	1.9	1.3	-2.0	4.0	-8.9
COc1ccccc1NS(=O)(=O)c1ccc(O)c(C(=O)OCc2cccc([N+](=O)[O-])c2)c1	5.1	-17.9	-3.5	0.1	4.6	4.0	3.9	0.8	4.4
CCOC(=O)CSc1ncc(-c2ccccc2)nn1	11.0	-4.0	4.1	4.4	0.6	1.9	1.8	3.1	4.2
COc1ccc(-c2cc(C(F)(F)F)n3ncc(C(=O)NCC4CCCO4)c3n2)cc1OC (stereo not drawn)	1.6	1.6	3.6	-1.6	1.4	-2.6	0.2	1.8	2.1
O=C(CCCCCn1nnc2ccccc2c1=O)Nc1ccccc1F	6.5	0.8	6.6	4.8	-3.7	-0.7	0.5	0.2	4.8
CCOc1c(Cl)cnn(-c2ccc(C)cc2)c1=O	-2.8	-13.0	2.0	5.2	-3.0	1.1	-4.6	0.8	2.6
CCOc1ccc2[nH]c(=O)c(CN(CCN3CCCC3)C(=S)Nc3ccccc3OCC)cc2c1	1.3	5.4	8.9	5.0	-0.1	1.5	2.6	-2.7	0.8
Cc1nn(C(C)C(=O)NCC2CCCO2)c(=O)c2c1sc1ccccc12 (stereo not drawn)	-8.6	-2.5	3.3	-0.8	-5.1	-0.9	3.1	7.5	3.2
CCOC(=O)N1CCN(C(=O)C(=O)Nc2sc3c(c2C(=O)O)CC(C)(C)OC3)CC1	0.5	2.5	6.1	6.5	-1.7	-0.5	3.4	1.6	-2.4

Part of the list above, limited to Fam108B counter:
| SMILES | Fam108B counter |
| --- | --- |
| Clc1ccc(-c2csc(N/N=C/c3ccco3)n2)cc1 | -0.3 |
| COc1ccccc1NC(=O)CN1C(=O)C(C)Oc2ccccc21 (stereo not drawn) | 4.0 |

New compounds follow.
SMILES	GLD-1 RNA inh	GSTO1 inh	MCL1-BIM inh	Bcl-xL primary	TPT1 inhibitor	MEX-5 binding	PAD4 inh	Fam108B counter	PME-1 inh
Cc1nn(CC(N)=O)c(=O)c2ccccc12	2.6	1.7	-0.2	1.0	-3.8	1.1	-0.3	-1.7	-2.3
O=C(/C=C/c1ccccc1)OCC(=O)c1ccc[nH]1	-1.4	-4.5	-4.6	0.5	3.2	-0.1	-1.2	-2.8	-6.0
CN(C)S(=O)(=O)c1ccc(C(=O)NCc2nnc(SCC(=O)c3ccccc3)o2)cc1	1.0	4.9	2.4	0.3	-2.4	-0.4	-0.8	-6.0	-2.7
CN(C)S(=O)(=O)c1ccc(C(=O)OCC2COC(C)(C)O2)cc1 (stereo not drawn)	-0.1	3.7	1.1	1.2	-1.3	1.7	-0.1	1.0	0.4
Cc1nc(Cl)sc1C(=O)Nc1cc(F)cc(F)c1	-1.0	1.2	4.2	6.3	-0.3	-2.1	0.2	2.4	0.0
O=C(CN1CCN(S(=O)(=O)c2cccc(Br)c2)CC1)NCCc1cccs1	0.6	x	-1.6	1.1	x	x	-2.2	x	9.7
O=C(COC(=O)c1cc[n+]([O-])cc1)NCCc1ccc(Cl)cc1Cl	0.6	4.8	3.5	-0.3	-2.1	2.8	0.3	5.5	-0.2
Cc1cccn2c(=O)c(C(=O)NC3CC(C)CC(C)(C)C3)c(O)nc12 (stereo not drawn)	-3.3	-4.1	3.7	0.6	1.4	-2.3	0.9	-3.3	-7.5
COc1ccc(CCNC(=O)C2CCC(=O)N2CCc2ccccc2)cc1OC (stereo not drawn)	8.7	-2.3	-4.8	-1.3	-4.2	3.3	-1.3	-0.2	2.0
CCOC(=O)c1ccc(NC(=O)N2CCN(Cc3cccc(F)c3)CC2)cc1	5.2	6.5	10.5	3.1	-2.1	0.7	-1.9	-0.2	-9.0
N#CCCn1cc(/C=N/NC(N)=S)c(-c2ccccc2)n1	-10.3	1.5	2.8	6.8	1.4	-1.1	-0.5	-0.7	2.3

Not all compounds are listed; the hit share may differ from the screen's.
